# Screening data deposited in PubChem BioAssay by several laboratories.
# BAP1 inh: inhibitors of BAP1 deubiquitinase, primary screen, biochemical, Ub-AMC fluorescence, kinetic | Ubiquitin carboxyl-terminal hydrolase BAP1 (Homo sapiens), Q92560 | recombinant BAP1, Ub-AMC hydrolysis fluorescence kinetic; active compounds read low | activity remaining (% of control), % at 20 µM | actives 0.48% (n = 72,000) | AID 436, 2006;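 active means activity remaining at or below 50% of control, provided the compound also passes the data quality filters; inactive means the rest, including low values that fail the filters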;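 further: 100% = DMSO wells rate and 0% = substrate alone blank rate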
# Target sequence (Q92560 whole entry, looked up): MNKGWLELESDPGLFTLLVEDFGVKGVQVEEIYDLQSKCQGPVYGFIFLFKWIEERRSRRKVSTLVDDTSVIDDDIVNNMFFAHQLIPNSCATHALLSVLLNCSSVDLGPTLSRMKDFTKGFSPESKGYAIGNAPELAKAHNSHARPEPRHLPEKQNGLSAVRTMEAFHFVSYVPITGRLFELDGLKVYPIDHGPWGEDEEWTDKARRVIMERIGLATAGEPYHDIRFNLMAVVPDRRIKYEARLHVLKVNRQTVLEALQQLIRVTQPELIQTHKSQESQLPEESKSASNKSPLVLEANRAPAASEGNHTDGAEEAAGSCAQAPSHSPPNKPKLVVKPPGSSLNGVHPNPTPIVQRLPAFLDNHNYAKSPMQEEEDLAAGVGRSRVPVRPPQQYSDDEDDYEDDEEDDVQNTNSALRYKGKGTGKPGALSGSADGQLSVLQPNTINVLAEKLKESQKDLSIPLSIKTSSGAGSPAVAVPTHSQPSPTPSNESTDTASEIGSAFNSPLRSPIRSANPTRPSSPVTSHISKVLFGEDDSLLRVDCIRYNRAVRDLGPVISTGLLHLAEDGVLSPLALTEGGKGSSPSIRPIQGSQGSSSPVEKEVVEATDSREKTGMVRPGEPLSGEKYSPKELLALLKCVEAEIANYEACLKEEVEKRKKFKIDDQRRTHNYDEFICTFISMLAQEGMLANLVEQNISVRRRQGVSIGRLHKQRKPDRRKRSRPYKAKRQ
# HePTP inhibitor: inhibitors of human HePTP phosphatase, primary screen, biochemical, absorbance, leukemia target. recombinant HePTP phosphatase activity, OD absorbance. inhibition, % at 20 µM. actives 0.64% (n = 110,000). AID 521, 2006; in the data active means inhibition above about 50%;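 further: plate controls were vehicle for no effect and reference inhibitor for full effect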
# Target sequence (P35236 whole entry, looked up): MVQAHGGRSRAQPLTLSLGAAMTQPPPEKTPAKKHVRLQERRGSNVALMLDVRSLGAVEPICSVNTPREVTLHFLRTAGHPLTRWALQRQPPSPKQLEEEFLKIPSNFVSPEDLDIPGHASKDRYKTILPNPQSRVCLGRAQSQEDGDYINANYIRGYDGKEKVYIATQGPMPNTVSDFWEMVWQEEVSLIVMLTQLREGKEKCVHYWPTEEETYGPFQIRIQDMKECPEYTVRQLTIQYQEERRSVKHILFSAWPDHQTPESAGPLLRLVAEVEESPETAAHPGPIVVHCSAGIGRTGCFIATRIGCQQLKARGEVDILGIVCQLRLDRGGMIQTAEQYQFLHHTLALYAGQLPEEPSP
# * hit, by the source's call; x = not tested or not shown; & = joins results of further samples.
SMILES,BAP1 inh,HePTP inhibitor
CCCS(=O)(=O)c1cn2cccc(N)c2c1S(=O)(=O)CCC,83,1
COc1ccc(NC(=O)COc2ccc(Br)c(C)c2)cc1OC,x,4
Cn1c(=O)c2[nH]c(N3CCOCC3)nc2n(-c2ccccc2)c1=O,93,3
Nc1ccc(-c2nc3ccc(-c4nc5ccccc5o4)cc3[nH]2)cc1,78&85,6&-10
COc1ccccc1OCc1nnc(SCC(=O)c2cc(Cl)ccc2OC)o1,106,4
CCC(=O)Nc1ccc(Nc2ccccc2)cc1,80,5
Cc1nccn1CCc1nc(N)nc(N)n1,57,2
C=CCNC(=O)c1c(NC(=O)c2ccccc2C)sc2c1CCCCC2,x,-15
COc1ccc(C(N)=O)cc1N,104,-7
Nc1c(C(=O)CCC(=O)O)oc2ccc(Cl)cc12,70,2
COC(=O)c1cccc(NC(=O)Cn2cnc3c2c(=O)n(C)c(=O)n3C)c1,116,0
COc1ccccc1-c1cc(C(=O)Nc2c(F)cc(F)cc2Br)no1,82,2
Cn1c(=O)c2c(nc(SCc3cc4c(cc3Cl)OCO4)n2C)n(C)c1=O,96&136,0
COc1cc(OC)cc(C(=O)Nc2ccc(-c3ccc(NC(=O)c4cc(OC)cc(OC)c4)c(OC)c3)cc2OC)c1,x,-2
O=C(/C=C/Nc1ccc(F)c(Cl)c1)c1ccco1,53,1
COc1ccc2c(c1)C=CC1(O2)N(CCO)c2ccccc2C1(C)C (centres undefined),107,9
O=C(c1ccc([N+](=O)[O-])cc1)c1ccc2c(c1)OCCCO2,x,-4
O=S1(=O)C=C(Oc2ccc(F)cc2)c2ccccc21,145,2
COc1ccc(OC)c(NC(=O)CCc2ccccc2)c1,x,0
COc1cc(C(=O)COC(=O)Cc2cnc3sccn23)cc(OC)c1OC,106,6
CC(Cc1ccccc1)N=C1NS(=O)(=O)c2cc([N+](=O)[O-])ccc21 (centres undefined),x,2
O=c1c2ccccc2nc(-c2ccoc2)n1CCc1ccccc1,127,-3
Cc1noc(C)c1COC(=O)c1cc2c(C)nn(-c3ccc(F)cc3)c2s1,68,-6
COc1ccc(S(=O)(=O)N2CCN(Cc3ccc(OC)c(OC)c3OC)CC2)cc1,x,0
C=CCN1CC2CC3(COc4cc(C)cc(C)c4)C=CC2(O3)C1=O (centres undefined),101,6
CC(/C=C/c1ccc2c(c1)OCO2)=N\NC(=O)C(O)c1ccccc1 (centres undefined),x,-4
CCOC(=O)c1c(C)n(-c2ccccc2)c2c1cc(OC(=O)c1ccco1)c1ccccc12,77,x
CC(=O)c1cccc(NC(=O)c2ccc(C)c(C)c2)c1,x,7
CCOC(=O)c1nc(N)sc1C(=O)OCC,x,5
CCSc1nnc(NC(=O)c2ccco2)s1,86,6
COc1ccc(C(CC(=O)N2CCOCC2)c2ccccc2)cc1 (centres undefined),x,12
CSc1nc2c(c(=O)[nH]c(=O)n2C)n1C/C=C(\C)Cl,92,5
Cc1cc(=O)oc(C)c1C(=O)NCCNC(=O)c1c(C)cc(=O)oc1C,106,2
O=C(Nc1cccc(-c2nc3ncccc3o2)c1)c1sc2ccccc2c1Cl,313,x
COCCn1c(SCC(=O)N2CCCc3ccccc32)nc2ccccc2c1=O,x,0
CC1=C(C(=O)Nc2ccccn2)C(c2ccccc2)n2ncnc2N1 (centres undefined),120,10
O=C(c1ccco1)N1CCN(S(=O)(=O)c2ccc3c(c2)OCCO3)CC1,90,4
C=CCSC1=C(C#N)C(c2cc(Br)c(O)c(OC)c2)CC(=O)N1 (centres undefined),107,7
COc1cc2c(cc1OC)-c1cc(=Nc3c(C)cc(C)cc3C)n(C)c(=O)n1CC2,78,x
CCOC(=O)c1c(NC(=S)NC(=O)c2ccccc2)sc2c1CC(C)CC2 (centres undefined),x,6
O=C(NCCN1Cc2ccccc2C1=O)c1cccs1,111,8
O=C(CCN1C(=O)c2cccnc2C1=O)NC1CCCCCC1,119,8
CCOC(=O)C1=C(C)NC2=C(C(=O)CC(C)(C)C2)C1c1ccc(OC)cc1 (centres undefined),127,x
Cn1nnc2cc(NC(=O)NCc3ccc4c(c3)OCO4)ccc21,106,9
CCc1c(-c2ccc(Cl)s2)nc2ccc(Br)cc2c1C(=O)O,x,6
CC(C)C(NS(=O)(=O)c1ccc2c(c1)OCCO2)C(=O)NCCc1ccccn1 (centres undefined),x,4
CCOC(=O)c1cnc(-n2nc(C)cc2C)nc1NC,59,7
CCOCCCNC(=O)C(NC(=O)CNC(C)=O)c1ccc(Cl)cc1 (centres undefined),x,-11
CC(C)NC(=O)COC(=O)c1ccc(O)cc1,102,7
O=C1c2ccccc2C(=O)C1(c1ccccc1)[N+](=O)[O-],x,0
CCCC(=O)OCCn1c(Br)nc2c1c(=O)[nH]c(=O)n2C,91,-3
O=C(CSc1nc2ccccc2[nH]1)Nc1ccccc1N1CCOCC1,83,5
CS(=O)(=O)N(Cc1nc2sc3c(c2c(=O)[nH]1)CCCC3)C1CCCCC1,68,-1
COc1ccccc1Nc1nc(N)nc(CSc2nncn2C)n1,91,5
O=C(c1ccccc1)c1cccc(NC(=O)c2ccco2)c1,87,8
CCOC(=O)c1sc(NC(=O)CCN2CCOCC2)c(C(=O)OCC)c1C,x,-9
CS(=O)(=O)Nn1cnc2ccccc2c1=O,88,11
COc1ccc2nc(C)cc(N3CCOCC3)c2c1,89,5
O=C(CSc1nc2cc(Cl)ccc2s1)c1ccco1,x,2
COc1ccc2ccc(Oc3ncccn3)cc2c1,101,4

# Entries above that have a nitro group on carbon, in the order listed:
SMILES,BAP1 inh,HePTP inhibitor
O=C(c1ccc([N+](=O)[O-])cc1)c1ccc2c(c1)OCCCO2,x,-4
CC(Cc1ccccc1)N=C1NS(=O)(=O)c2cc([N+](=O)[O-])ccc21 (centres undefined),x,2
O=C1c2ccccc2C(=O)C1(c1ccccc1)[N+](=O)[O-],x,0

# Continuation:
SMILES,BAP1 inh,HePTP inhibitor
CC(C)C(=O)N1c2ccccc2NC2=C(C(=O)CC(c3ccccc3)C2)C1c1ccc(F)cc1 (centres undefined),64,x
O=C(NCc1ccc(F)cc1)c1c(O)c2cccc3c2n(c1=O)CCC3,114,-1
O=C1NN(c2ccc(Cl)c(Cl)c2)C(=O)/C1=C/c1cccn1-c1ccc([N+](=O)[O-])cc1,x,6
CC1CCCCN1S(=O)(=O)c1cccc2cccnc12 (centres undefined),87,-9
O=C(NCc1ccccc1F)C1CCCN(C(=O)NC2CCCCC2)C1 (centres undefined),96,-9
Cc1nnc(SCCn2c(N(C)Cc3ccccc3)nc3c2c(=O)[nH]c(=O)n3C)s1,88,7
Cc1cc(NC(=O)CCc2ccc(C)o2)no1,121,9
COc1ccc(C2C(C(=O)OCCOc3ccccc3)=C(C)NC3=C2C(=O)CCC3)cc1OC (centres undefined),91,x
C=CCNC(=O)CN(Cc1ccccc1)S(=O)(=O)c1ccc(OC)cc1,x,6
CN(C)c1ccc(O)c2c1CC1CC3[C@@H](N(C)C)C(=O)C(C(N)=O)=C(O)[C@]3(O)C(=O)C1=C2O (some centres undefined),102,17
O=c1[nH]c(=O)n([C@H]2C[C@H](O)[C@@H](CO)O2)cc1Br,99,x
O=C1C2C(c3ccccc3Cl)OC3(C(=O)c4ccccc4C3=O)C2C(=O)N1c1ccccc1C(F)(F)F (centres undefined),x,-4
Cc1ccc(N2C(=O)NC(=O)/C(=C\c3ccc(-c4ccc(C)c([N+](=O)[O-])c4)o3)C2=O)cc1,x,10
CCOC(=O)/C(C#N)=C1/C=C(c2ccccc2)N=C(c2ccccc2)N1,x,-12
Cc1cc(C)cc(N2CCCn3c2nc2c3c(=O)n(CC(=O)OCc3ccccc3)c(=O)n2C)c1,54,6
Cc1ccc(C2Nc3ccccc3C(=O)N2Cc2ccco2)cc1 (centres undefined),289,-6&9
C=CCc1cccc2cc(C(=O)N(C)C)c(=O)oc12,87,2
CCCCN1C(=O)/C(=C/c2cccc3ccccc23)SC1=S,x,-6
Fc1ccc(-c2nnc(NC3=NCCCCC3)o2)cc1,111,8
COc1ccc(C2/C(=C(\O)c3ccc(F)cc3)C(=O)C(=O)N2CCCCCC(=O)O)cc1 (centres undefined),x,0
O=c1ccc(S(=O)(=O)N2CCC(Cc3ccccc3)CC2)c[nH]1,89,3
COC(=O)c1cccc(NC(=O)CSc2nnnn2C)c1,99,0
Cc1cccc(CC2CC(=O)N(c3cccc(Cl)c3C)C2=O)c1 (centres undefined),x,0
CN1CCN(C(=O)c2cccc(COc3cc(Cl)ccc3Cl)c2)CC1,88,x
Cc1nc(SCC(=O)c2ccccc2)c(C#N)c(-c2cccc(Cl)c2)c1C(=O)Nc1ccccc1,x,-4
O=C(Cc1ccccc1)N1N=CCC1(O)c1ccc(Cl)cc1 (centres undefined),x,4
CN(Cc1cccs1)C(=O)COc1cccc(-n2cnnn2)c1,x,2
Cc1cccc(/C=C2\C(=O)NC(=O)N(c3ccc(Cl)cc3)C2=O)c1,x,5
COc1ccc(-n2c(SCC(=O)Nc3ccccc3C)nc(O)cc2=O)cc1,x,-3
COc1ccc(/C=C/C2=NC(=C\N(C)C)/C(=O)O2)cc1,x,0
O=C(NC1CCCCC1)C1CCN(c2nccs2)CC1,96,7
O=C(c1ccccc1)c1nnc(-c2ccncc2)o1,108,-5
CCOC(=O)c1sc2nc(CC(=O)OC)nc(N3CCN(c4ccccn4)CC3)c2c1C,x,-6
COc1ccc(CCNC(=O)CSc2nc(N)c3c(C)c(C)oc3n2)cc1OC,147,1
CCOC(=O)c1c(NC(=O)c2nn(CC)cc2Br)c(C#N)cn1-c1ccccc1,108,0
COc1ccc2nc(NC3=NC(c4ccccc4)CC(=O)N3)nc(C)c2c1 (centres undefined),x,-1
CCCCC1(C(=O)O)CC(C)=C(C)CC1C(=O)O (centres undefined),x,6
COc1ccc2[nH]c(=O)c(CN(C(=O)c3ccncc3)C(C)(C)C)cc2c1,85,7
COc1ccc(Cl)cc1NC(=O)COC(=O)CCNC(C)=O,85,-5
COc1cccc(CC(NC(C)=O)C(=O)NC2CCN(c3nc(C)cc(C)c3C#N)CC2)c1OC (centres undefined),108,-6
COc1ccccc1N1CCN(C(=O)c2cc3cc(Br)ccc3oc2=O)CC1,93,8
COc1ccc(NS(=O)(=O)c2ccc(N=Cc3ccc([N+](=O)[O-])cc3)cc2)nn1,143,x
Cc1cc(-c2ccc(N=Cc3ccc([N+](=O)[O-])s3)c(C)c2)ccc1N=Cc1ccc([N+](=O)[O-])s1,x,-10
O=C1C(=O)N(CC2CCCO2)C(c2ccccc2Cl)/C1=C(/O)c1ccccc1 (centres undefined),x,-5
Cc1cc(C=O)c(C)n1-c1ccc(Br)cc1,x,-1
COc1ccc(C(=O)Oc2ccc(C(C)=O)cc2)c(OC)c1,96,3
Cc1cc(C)cc(NC(=O)COc2cccc(C)c2C)c1,x,9
COC(=O)c1c(-c2cccs2)csc1NC(=O)c1cccnc1,81,8
CCOC(=O)Cc1csc(NC(=O)COc2cc(C)ccc2C(C)C)n1,x,-18
Cc1nc(-c2ccccc2)sc1C(=O)O,131,x
CCOc1ccccc1N1CCN(C(=O)c2ccco2)CC1,x,1
O=C(NCCCN1CCN(c2ccccc2F)CC1)C1CCC(=O)N1C1CCCC1 (centres undefined),90,6
Cc1cc(Cl)c(S(=O)(=O)Nc2ccccn2)cc1OCC(N)=O,88,2
N#C/C(=C/c1cc(Cl)c(O)c(Cl)c1)C(=O)Nc1cccc(Br)c1,x,102*
COc1ccc(CNc2ccc3c(c2)ncn3C)cc1,x,7
O=C1NC(=O)/C(=C/c2cccnc2)S1,x,9
CC(=NCCN1CCOCC1)C1=C(O)c2ccccc2C1=O,105,10
COc1cc([N+](=O)[O-])cc(C=Nc2cccc(C(=O)Nc3cccc4ccccc34)c2)c1O,138,x
COc1cccc(OCc2nnc(SC)n2C)c1,101,15
CC1CN(C(=O)c2cccc(S(=O)(=O)N3CCOCC3)c2)CC(C)O1 (centres undefined),105,4

# (list continues)
SMILES,BAP1 inh,HePTP inhibitor
CCOC(=O)C1CCN(S(=O)(=O)Cc2ccc(Cl)cc2)CC1,115,4
COc1ccccc1NC(=O)c1c(NC(=O)c2cccc(F)c2)sc(-c2ccccc2)c1C,x,5
CCCc1cc(C(=O)Nc2nnc(C)s2)cs1,x,-1
N#CCCCSc1nnnn1-c1cccc(Cl)c1,113,5
O=C(Nc1ccc(S(=O)(=O)Nc2nccs2)cc1)C1CC1,x,4
CCNC(=O)c1sc(=S)n(CC)c1N,96,14
CN1C(=O)c2ccccc2N(C)C1c1ccc2c(c1)OCO2 (centres undefined),256,2
CC(C)CC(OC(=O)c1ccco1)C(=O)NCC1CCCO1 (centres undefined),94,-1
COc1cccc(OCCOc2ccc(/C=C3/SC(=S)NC3=O)cc2OC)c1,x,8

# Structures above that contain a furan ring, fused or not:
SMILES,BAP1 inh,HePTP inhibitor
Nc1c(C(=O)CCC(=O)O)oc2ccc(Cl)cc12,70,2
O=C(/C=C/Nc1ccc(F)c(Cl)c1)c1ccco1,53,1
O=c1c2ccccc2nc(-c2ccoc2)n1CCc1ccccc1,127,-3
CCOC(=O)c1c(C)n(-c2ccccc2)c2c1cc(OC(=O)c1ccco1)c1ccccc12,77,x
CCSc1nnc(NC(=O)c2ccco2)s1,86,6
O=C(c1ccco1)N1CCN(S(=O)(=O)c2ccc3c(c2)OCCO3)CC1,90,4
O=C(c1ccccc1)c1cccc(NC(=O)c2ccco2)c1,87,8
O=C(CSc1nc2cc(Cl)ccc2s1)c1ccco1,x,2
Cc1cc(NC(=O)CCc2ccc(C)o2)no1,121,9
Cc1ccc(N2C(=O)NC(=O)/C(=C\c3ccc(-c4ccc(C)c([N+](=O)[O-])c4)o3)C2=O)cc1,x,10
Cc1ccc(C2Nc3ccccc3C(=O)N2Cc2ccco2)cc1 (centres undefined),289,-6&9
COc1ccc(CCNC(=O)CSc2nc(N)c3c(C)c(C)oc3n2)cc1OC,147,1
CCOc1ccccc1N1CCN(C(=O)c2ccco2)CC1,x,1
CC(C)CC(OC(=O)c1ccco1)C(=O)NCC1CCCO1 (centres undefined),94,-1
